Source: PubChem BioAssay
A549 viability: A549 cytotoxicity, counter-screen for Nrf2 inhibitors; A549 ARE-Fluc cells, CellTiter-Fluor viability, 18-24 h; Potency, µM (titrated, usually from 46 µM), without a hit: at the top dose activity change, negative = cytotoxicity, actives largely listed as inhibitors; actives 0.16% (n = 390,000); AID 504648; further: on the % scale 0 is the no-effect control and ±100 the full control effect
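A549 ARE-Fluc cells in 5% FBS OPTI-MEM, 5000 cells/well, rested 2 h then exposed to compounds in concentration-response for 18-24 h at 37 °C. Viability by CellTiter-Fluor fluorescence (Ex 405/Em 525) after 30 min; luciferase luminescence (BugLite, 15 min, RT) read afterwards.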
MCF10A rerep: inducers of DNA re-replication in MCF 10A breast cells; MCF 10A DNA re-replication, Hoechst nuclear intensity, 48 h; Potency, µM (highest dose often 46.1 µM), inactives show at the highest dose activity, positive = re-replication, actives largely listed as activators; actives 2.9% (n = 350,000); further: % of control where 0% means no effect; nearly all actives have a fitted effect of over 50% in size
Nrf2 ARE act: activators of Nrf2 (ARE) signaling; AREc32 ARE-luciferase reporter (MCF7-derived line), luminescence, 24 h; actives 0.31% (n = 410,000); Potency, µM (doses to about 46.1 µM), without a hit: top-dose activation, actives largely listed as activators; further: % of control where 0% means no effect; nearly all actives have a fitted effect of over 65% in size
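For detection, Steady-Glo was added and plates sat 30 min at RT; before that, AREc32_Fluc cells grown overnight in OPTI-MEM/5% FBS had been treated with 23 nL compound for 24 hr at 37 deg C.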
EPAC2 antag: antagonists of human EPAC2; Q8WZA2; Potency, µM (titrated, usually from 114 µM), for the others: top-dose activity, negative = inhibition, hits mostly inhibitors; actives 0.18% (n = 360,000); EPAC2 GEF exchange of Rap1B-BODIPY-GDP, fluorescence; AID 720708; further: on the % scale 0 is the no-effect control and ±100 the full control effect; nearly all actives have a fitted effect of over 45% in size; many of its hits are not listed in these tables
Target sequence (Q8WZA2 whole entry, looked up): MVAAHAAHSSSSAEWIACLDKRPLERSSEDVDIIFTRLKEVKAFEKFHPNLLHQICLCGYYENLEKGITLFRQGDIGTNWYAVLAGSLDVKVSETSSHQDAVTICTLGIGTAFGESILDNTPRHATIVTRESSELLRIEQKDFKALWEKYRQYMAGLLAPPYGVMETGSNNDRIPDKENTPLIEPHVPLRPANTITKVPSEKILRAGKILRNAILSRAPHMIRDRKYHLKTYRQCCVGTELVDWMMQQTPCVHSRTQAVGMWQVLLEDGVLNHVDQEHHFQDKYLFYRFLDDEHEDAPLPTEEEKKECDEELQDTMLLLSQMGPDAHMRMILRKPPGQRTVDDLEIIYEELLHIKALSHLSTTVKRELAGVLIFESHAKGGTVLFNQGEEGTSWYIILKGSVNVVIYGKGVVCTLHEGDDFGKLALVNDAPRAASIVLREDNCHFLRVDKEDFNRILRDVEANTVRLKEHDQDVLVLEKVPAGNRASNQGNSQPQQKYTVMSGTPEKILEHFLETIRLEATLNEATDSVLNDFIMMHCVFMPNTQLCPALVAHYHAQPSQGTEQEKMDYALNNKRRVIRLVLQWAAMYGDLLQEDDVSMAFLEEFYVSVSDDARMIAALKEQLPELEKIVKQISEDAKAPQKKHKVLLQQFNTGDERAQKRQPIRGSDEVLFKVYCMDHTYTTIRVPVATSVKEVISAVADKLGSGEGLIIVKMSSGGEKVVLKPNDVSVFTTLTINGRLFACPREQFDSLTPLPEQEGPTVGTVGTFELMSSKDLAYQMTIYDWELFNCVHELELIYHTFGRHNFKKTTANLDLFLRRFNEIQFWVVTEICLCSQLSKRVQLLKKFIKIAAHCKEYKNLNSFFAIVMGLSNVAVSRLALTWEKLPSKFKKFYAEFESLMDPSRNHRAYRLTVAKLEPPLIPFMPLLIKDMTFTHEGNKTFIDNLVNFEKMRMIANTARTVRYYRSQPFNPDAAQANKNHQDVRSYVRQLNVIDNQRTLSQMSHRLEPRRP
HepG2 tox: kills HepG2 cells in TGF-b inhibitor counter-screen. HepG2 CAGA-GFP viability, ATP luminescence, 18 h. Potency, µM (titrated, usually from 46.1 µM), inactives show at the top dose activity change, negative = cytotoxicity, most hits filed as cytotoxic. actives 0.76% (n = 410,000). AID 588856; further: some results filed as inactive show a strong effect at the top dose
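HepG2 CAGA-GFP cells (1000/well, DMEM with 1% FBS) received compound, then TGF-beta at 500 pg/mL final, and were incubated 18 hours at 37 degrees C. Viability was read by CellTiter-Glo luminescence. Media-only wells were set as complete cell-killing and DMSO as no toxicity.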
TGFb SMAD3 inh: inhibitors of TGF-b signaling; HepG2 CAGA-GFP TGF-b/SMAD3 reporter, GFP fluorescence, 18 h; TGF-beta stimulated, 500 pg/mL final; Potency, µM (doses to about 46.1 µM), for the others: at the highest dose activity, negative = inhibition, actives largely listed as inhibitors; actives 1.2% (n = 410,000); further: on the % scale 0 is the no-effect control and ±100 the full control effect; nearly all actives have a fitted effect of over 65% in size
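GFP signal (ex488/em500-530) from TGF-beta-stimulated HEPG2 CAGA-GFP cells, 500 pg/mL final, 18 h at 37 degrees C in DMEM plus 1% FBS, normalized to unstimulated and DMSO-stimulated controls.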
ATXN2 expr inh: reduces ATXN2 reporter expression in HEK-293 cells; HEK-293 ATXN2-luciferase reporter, luminescence, 24 h; AID 1745845; actives 0.72% (n = 360,000); Potency, µM (doses to about 57 µM), for inactives: at the highest dose activity change, negative = inhibition, actives largely listed as inhibitors; further: on the % scale 0 is the no-effect control and ±100 the full control effect; nearly all actives have a fitted effect of over 55% in size
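ATXN2-luciferase reporter cells (luciferase flanked by upstream and downstream ATXN2 gene portions) were treated 24 h at 37 °C with compounds at up to 57 uM. SteadyGlo luminescence gave expression; GF-AFC fluorescence gave viability.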
Nrf2 inh: Nrf2 pathway inhibition; Potency, µM (titrated, usually from 46 µM), without a hit: at the highest dose activity change, negative = inhibition, most hits filed as inhibitors; actives 2.1% (n = 360,000); AID 504444; A549 ARE-Fluc reporter, luciferase luminescence, 18-24 h; further: on the % scale 0 is the no-effect control and ±100 the full control effect; nearly all actives have a fitted effect of over 60% in size
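Quantitative HTS in A549 cells stably bearing an antioxidant response element-firefly luciferase construct. Inhibition of Nrf2-driven transcription was scored by luminescence after 18-24 h of compound exposure at 37 °C.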
ATXN viability: reduces viability in counter-screen for ATXN expression inhibitors | actives 0.49% (n = 400,000) | S2 cells (HEK-293 line with an ATXN2-luciferase reporter) viability, CellTiter-Fluor protease fluorescence, 24 h | AID 651635 | Potency, µM (titrated, usually from 56.7 µM), usual class: cytotoxic; further: nearly all actives have a fitted effect of over 40% in size
An asterisk follows results filed as active; i = inactive; ? = inconclusive; / = no result given; & = joins results of further samples; [ ] = dose if it differs, or a comment. The call rests on the fitted dose curve; in most records, active means well fitted curve in the direction sought with a large enough effect; inconclusive means small, poorly fitted or top-dose-only effect, or another doubt; inactive means no such curve, though single readings can be large; an effect the other way counts as inactive or inconclusive. Potency means the concentration at half of the fitted maximal effect. Only part of the results is shown, so the mix of outcomes need not match the whole.

SMILES | A549 viability | MCF10A rerep | Nrf2 ARE act | EPAC2 antag | HepG2 tox | TGFb SMAD3 inh | ATXN2 expr inh | Nrf2 inh | ATXN viability
Cc1cc(C)c2c(c1)NC(=O)C2(O)c1c[nH]c2ccccc12 (stereo not drawn) | 1.1% | / | 0.2% | / | -6.6% | 1.6% | -7.2% | 11.6% | i
O=C(Cn1c(=O)n(-c2ccccc2)c(=O)c2ccc(C(=O)NCc3ccc4c(c3)OCO4)cc21)Nc1ccc(Br)cc1F | 1.6% | / | -0.2% | / | -11.8% | 1.6% | 10.7% | 6.8% | i
CC(=O)Nc1ccc(Nc2nnc(-c3ccc(C)c(S(N)(=O)=O)c3)c3ccccc23)cc1 | -1.7%&0.5% | -21.2% | 1.8%&0.4% | 8.3% | -8.2%&-24.2% | -16.2%&0.0% | -28.2%&-10.0% | ? | i
Cc1cc(C(=O)OCC(=O)c2ccc3c(c2)NC(=O)CO3)c2ccccc2n1 | 4.6% | -22.0% | -1.0% | -5.0% | 0.9% | -8.1% | -2.7% | / | i
Cc1c(C(=O)NC(C)C)sc2ncn(CC(=O)N3CCC(C)CC3)c(=O)c12 | -1.0% | 0.8% | 0.2% | -5.6% | 0.2% | -5.4% | -3.8% | 0.8% | i
O=C(Nc1cccc(F)c1)/C(=C\c1ccco1)NC(=O)c1ccco1 | -1.6% | 2.8% | ? | 9.7% | -9.6% | 20.4% | -6.3% | 1.4% | i
CC(OC(=O)c1cccnc1)C(=O)Nc1ccc2c(c1)OCO2 (stereo not drawn) | 6.4% | 0.6% | 0.0% | 2.3% | 7.2% | -3.9% | / | -1.2% | i
Cc1ccc(NS(=O)(=O)c2cc(C(=O)O)ccc2Cl)cc1 | -1.6% | 12.2% | 0.7% | 5.7% | -16.5% | -8.3% | 6.4% | 5.1% | i
Cc1cccc(N2CCN(c3ccc(NC(=O)/C=C(/C(=O)O)c4ccccc4)cc3)CC2)c1 | -11.9% | 9.1% | -0.2% | -0.6% | 31.1% | 37.8%[activator] | -13.5% | / | i
COc1ccc(CCNC(=O)CCC(=O)N2CC(C)Oc3ccc(Cl)cc32)cc1OC (stereo not drawn) | -18.1% | -1.3% | -0.4% | -0.6% | -26.9% | -2.6% | -22.2% | -8.4% | i
COc1cc(S(=O)(=O)NCc2ccncc2)ccc1Br | -15.5% | 27.2% | -0.7% | -0.8% | -4.8% | -0.3% | -22.7% | 3.26µM* | i
O=C(N/N=C/c1ccccc1)c1[nH]c2ccc(Br)cc2c1-c1ccccc1 | -16.4% | ? | -0.7% | 0.6% | 3.9% | ? | -35.0% | ? | ?
COc1ccc(CCNC(=O)CN(C)S(=O)(=O)c2ccc3nc(C)sc3c2)cc1OC | 5.3% | 5.9% | -0.8% | 10.6% | -18.6% | -7.3% | 0.8% | -2.3% | i
O=C(O)c1cccc(CSc2nnc(Cc3ccccc3)o2)c1 | / | -1.3% | -1.9% | 24.0% | 1.2% | 0.0% | -17.5% | 23.3% | i
CCCCNc1c(-c2ccc(OC)c(Sc3ccc(OC)cc3)c2)nc2ccccn12 | ? | ? | -2.5% | ? | -64.4% | ? | ? | 18.4µM* | ?
COc1ccc(NC(=O)c2cn(-c3ccccc3)nc2-c2cc3ccccc3o2)cc1 | -10.9% | 3.7% | 0.1% | -4.0% | 0.6% | -25.9% | 13.9% | -19.8% | i
C=C(C)CSc1nc2ccccc2[nH]1 | -2.0% | -5.0% | 6.1% | 0.6% | 17.6% | -9.5% | 46.9%[activator] | 10.0% | i
COc1ccccc1OCCNC(=O)C1CC(=O)N(Cc2ccccc2)C1 (stereo not drawn) | -5.7% | -0.5% | -0.6% | -3.3% | 2.4% | 7.5% | 1.5% | -19.1% | i
Cc1ccccc1[C@@H](NC(=O)OC(C)(C)C)C(=O)OC(C)(C)C | -0.8% | 8.7% | -1.3% | 0.2% | 0.4% | -0.6% | 10.3% | 2.7% | i
Cc1ccnc(SCCn2c(N3CCC(C)CC3)nc3c2c(=O)[nH]c(=O)n3C)n1 | -2.6% | 1.0% | 0.5% | 10.4% | 12.9% | 0.2% | -14.6% | 10.2% | ?
CSc1cccc(NC(=O)CN(C)S(=O)(=O)c2ccc(F)cc2)c1 | -0.4% | 2.8% | 1.2% | -4.9% | -0.1% | 12.2% | 1.3% | -14.7% | i
CC1C/C(=C/c2ccncc2)C(=O)/C(=C/c2ccncc2)C1 (stereo not drawn) | ? | 0.461µM* | -3.9% | 7.4% | 5.62µM* | 5.62µM* | / | ? | ?
CCSc1nnc(NC(=O)NC(C)(C(F)(F)F)C(F)(F)F)s1 | -5.1% | ? | 4.1% | -5.1% | -41.5% | ? | -16.3% | ? | i
COc1ccccc1NS(=O)(=O)c1cc(NC(=O)c2sccc2C)ccc1N1CCCC1 | -2.2% | -8.7% | 0.1% | -0.1% | 22.3% | -1.9% | -13.7%[11.3 µM] | ? | i
COc1ccc(CN2CCN(C(=O)c3cccs3)CC2)cc1Br | 10.6% | -1.0% | -0.4% | 12.0% | 5.0% | -6.6% | 1.5% | / | i
Additional entries.
SMILES | A549 viability | MCF10A rerep | Nrf2 ARE act | EPAC2 antag | HepG2 tox | TGFb SMAD3 inh | ATXN2 expr inh | Nrf2 inh | ATXN viability
Cc1ccc(-n2c(=O)c3c(c4cc(C)ccc4n3C)n(CC(=O)NCc3ccccc3Cl)c2=O)cc1 | 2.2% | / | -0.1% | / | -0.6% | -19.2% | 9.1% | -0.4%[9.27 µM] | i
CCOc1ccc(CCNC(=O)C2(c3ccccc3)CC2)cc1OCC | -3.8% | 5.0% | 0.2% | -20.3% | 6.8% | 14.0% | -10.1% | -4.1% | i
CC(CN1CCCC(C(N)=O)C1)c1ccccc1 (stereo not drawn) | 15.5% | -0.1% | -0.5% | -4.1% | 7.1% | 12.2% | -9.3% | / | i
CNC(=S)Nc1cc(S(=O)(=O)Nc2cc(Cl)ccc2Cl)ccc1N1CCCC1 | -11.5% | -5.7% | -0.8% | -15.3% | -17.9% | -17.1% | -4.8% | ? | i
CCOC(=O)COc1nc2ccc(Br)cc2c(-c2ccccc2)c1C(C)=O | -6.8% | 5.2% | -0.2% | -0.8% | -5.3% | -19.3% | 0.9% | -10.6% | i
O=C(CCN1C(=O)C2CC=CCC2C1=O)NC1CCCCC1 (stereo not drawn) | 0.0% | 5.8% | -0.4% | 0.7% | 3.6% | 15.9% | 0.0% | 2.2% | i
COc1cc(NC(=O)CN2C(=O)NC(C)(c3ccccc3)C2=O)c(C)cc1[N+](=O)[O-] (stereo not drawn) | -12.4% | 17.1% | 4.0% | 12.1% | 29.7% | 14.8% | 12.7% | -14.0% | i
CCN(CC)S(=O)(=O)c1cccc(C(=O)N2CCCCC2)c1 | -10.0% | 5.0% | -0.2% | 10.9% | 4.2% | 1.4% | -11.7% | ? | i
Cc1nn(CC(=O)Nc2ccccn2)c(=O)c2ccccc12 | 2.1% | 1.4%[9.22 µM] | 0.0% | -1.9% | -25.6% | -2.0% | -2.0% | -9.3% | i
O=C(CSc1nc2ccccc2n1CC(=O)Nc1ccc(F)cc1F)Nc1ccc(F)cc1 | 3.0% | / | 3.0% | / | -8.9% | -14.7% | -13.3% | / | i
NCC12CC3CC(C1)CC(c1ccc(Cl)cc1)(C3)C2 | 11.0% | ? | -0.3% | 6.1% | -7.2% | ? | / | 9.0% | /
Nc1cc2c(cc1Br)-c1ccccc1C2=NO | 1.9% | ? | -0.1% | -6.9% | -30.2% | ? | 4.7% | 12.0% | i
CC(=O)c1c(C)[nH]c(C(=O)OCC(=O)NCc2ccccc2)c1C | / | / | 6.9% | 2.5% | -11.0% | -19.5% | / | / | i
C=CCn1c(O)c(N=NC(=S)Nc2ccccc2C)c2cc(S(=O)(=O)N3CCOCC3)ccc21 | -4.5% | -31.2%[inhibitor] | 2.7% | 2.9% | -17.9% | ? | -33.5% | ? | i
Cc1ccc(OCCn2cc(C(=S)N3CCCC3)c3ccccc32)cc1C | -25.0% | ? | -0.4% | 3.6% | 15.8µM* | -17.8% | -14.8% | ? | ?
CCc1ccc(NC(=O)Cn2nnc(C(=O)NCc3ccc(OC)cc3)c2N)cc1 | 0.5% | 7.8% | 0.2% | -8.6% | -2.0% | -9.2% | / | 11.5% | i
O=c1cc(CO)oc(CN2CCC(Cc3ccccc3)CC2)c1O | 0.2% | 1.9% | 0.1% | 4.7% | -4.0% | -2.5% | -8.4% | -5.3% | i
CC(NC(=O)c1nn(C)c2c1CS(=O)(=O)c1ccccc1-2)c1ccccc1 (stereo not drawn) | 7.0% | -3.5% | 0.1% | -0.6% | 15.0% | -0.8% | 1.7% | -14.4% | i
O=C(COC(=O)c1ccccc1NC(=O)c1ccco1)NC1CC1 | 1.0% | -9.8% | 0.8% | 3.7% | 4.1% | 15.7% | -25.6% | -7.7% | i

Full records as entered above.
CC(NC(=O)c1nn(C)c2c1CS(=O)(=O)c1ccccc1-2)c1ccccc1 (stereo not drawn) is listed as A549 viability = 7.0%; MCF10A rerep = -3.5%; Nrf2 ARE act = 0.1%; EPAC2 antag = -0.6%; HepG2 tox = 15.0%; TGFb SMAD3 inh = -0.8%; ATXN2 expr inh = 1.7%; Nrf2 inh = -14.4%; ATXN viability = i
O=C(CSc1nc2ccccc2n1CC(=O)Nc1ccc(F)cc1F)Nc1ccc(F)cc1 is listed as A549 viability = 3.0%; MCF10A rerep = /; Nrf2 ARE act = 3.0%; EPAC2 antag = /; HepG2 tox = -8.9%; TGFb SMAD3 inh = -14.7%; ATXN2 expr inh = -13.3%; Nrf2 inh = /; ATXN viability = i

An excerpt from above in order of the EPAC2 antag value, rising.
canonical_smiles | Nrf2 ARE act | EPAC2 antag | Nrf2 inh
Cc1nn(CC(=O)Nc2ccccn2)c(=O)c2ccccc12 | 0.0% | -1.9% | -9.3%
CC(=O)c1c(C)[nH]c(C(=O)OCC(=O)NCc2ccccc2)c1C | 6.9% | 2.5% | /
C=CCn1c(O)c(N=NC(=S)Nc2ccccc2C)c2cc(S(=O)(=O)N3CCOCC3)ccc21 | 2.7% | 2.9% | ?
